TR SRC2 fluor cs – Total Fluorescence Counterscreen for Inhibitors of the Interaction of Thyroid Hormone Receptor and Steroid Receptor Coregulator 2. actives 0.29% (n = 280,000). Potency, µM (highest dose often 106 µM), without a hit: at the highest dose fluorescence change, negative = quenching. TRb/SRC2 Texas Red total fluorescence interference; active means well fitted curve in either direction with a large enough effect; inconclusive means small, poorly fitted or top-dose-only effect
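Human TRβ ligand-binding domain (0.6 uM) and Texas Red SRC2 peptide (20 nM) in Tris buffer with 1 uM T3 and 5% DMSO were incubated with pinned compound for 5 hr at ambient temperature. Total fluorescence was computed as S + 2P (555/632 nm).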
TRb SRC2 PPI – qHTS for Inhibitors of the Interaction of Thyroid Hormone Receptor and Steroid Receptor Coregulator 2 | Potency, µM (series often up to 106 µM), for the others: top-dose activity change, negative = inhibition, most hits filed as inhibitors | actives 0.065% (n = 280,000) | TRbeta-SRC2 peptide binding, fluorescence polarization; receptor liganded with 1 µM T3 | Thyroid hormone receptor beta (Homo sapiens), P10828;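 further: plate controls were bound peptide for no effect and peptide without receptor for full effect; nearly all actives have a fitted effect of over 50% in size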
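Binding of a 20-amino-acid Texas Red SRC2 peptide (20 nM) to TRb ligand-binding domain (0.6 uM) with agonist T3 at 1 uM was followed by fluorescence polarization after a 5 hr room-temperature incubation.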
Tau ThT inhib – qHTS for Inhibitors of Tau Fibril Formation, Thioflavin T Binding; Microtubule-associated protein tau (Homo sapiens), P10636; recombinant tau K18 P301L, heparin-induced fibrillization, ThT fluorescence; Potency, µM (series often up to 57.4 µM), for the others: at the highest dose activity, negative = inhibition, most hits filed as inhibitors; actives 2.1% (n = 270,000); AID 1460, 2008; further: nearly all actives have a fitted effect of over 55% in size
Target sequence (P10636 561-689 P618L limits assumed): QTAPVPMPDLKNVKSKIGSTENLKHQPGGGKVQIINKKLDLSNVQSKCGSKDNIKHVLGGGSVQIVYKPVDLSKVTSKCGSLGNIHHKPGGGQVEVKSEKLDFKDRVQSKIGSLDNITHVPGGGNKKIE
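Using a mix of unlabeled (15 uM) and Alexa 594-labeled (0.24 uM) tau K18 P301L, heparin-triggered fibrillization over 6 hr at 37 C was scored by ThT fluorescence.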
Tau FP inhib – qHTS for Inhibitors of Tau Fibril Formation, Fluorescence Polarization; K18 P301L tau heparin fibrillization, Alexa594 FP, 6 h; Potency, µM (doses to about 57.7 µM), without a hit: at the highest dose activity, negative = inhibition, usual class: inhibitors; actives 0.39% (n = 280,000); AID 1468, 2008; further: nearly all actives have a fitted effect of over 55% in size
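Compound effects on tau fibrillization are measured by Alexa 594 fluorescence polarization (ex 555, em 632 nm). K18 P301L tau is used at 15 uM with 0.24 uM labeled tracer, and 20 uM heparin induces aggregation over 6 hr at 37 C.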
JMJD2E inh – qHTS Assay for Inhibitors of Human Jumonji Domain Containing 2E (JMJD2E); JMJD2E catalytic domain, FDH-coupled NADH fluorescence (FDH is formaldehyde dehydrogenase); Potency, µM (titrated, usually from 57.1 µM), for the others: at the highest dose activity change, negative = inhibition, usual class: inhibitors; actives 1.6% (n = 230,000); AID 2147, 2009; active means well fitted inhibition curve with a large enough effect, not every such curve was filed as active; inconclusive means small, poorly fitted or top-dose-only effect, or another doubt; inactive means no such curve, though single readings can be large or run the other way;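 further: 0% = wells with enzyme and -100% = buffer wells without enzyme; nearly all actives have a fitted effect of over 50% in size; many of its hits are not listed in these tables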
GoLoco inh red – qHTS Assay for Inhibitors of RGS12 GoLoco Motif Activity (Red Fluorophore); Guanine nucleotide-binding protein G(i) subunit alpha-1 (Homo sapiens), P63096; Gai1:RGS12 GoLoco peptide FP, rhodamine, 10 min; Potency, µM (titrated, usually from 61.6 µM), inactives show at the highest dose activity, negative = inhibition, actives largely listed as inhibitors; actives 0.44% (n = 230,000); AID 880, 2007; active means well fitted inhibition curve with a large enough effect, not every such curve was filed as active; inactive means no such curve, though single readings can be large or run the other way; further: nearly all actives have a fitted effect of over 30% in size; many of its hits are not listed in these tables
L3MBTL1 inh – qHTS Assay for the Inhibitors of L3MBTL1; AlphaScreen L3MBTL1–H3K9me1 peptide binding; Potency, µM (top dose mostly 57.1 µM), inactives show at the top dose activity, negative = inhibition, usual class: inhibitors; actives 0.66% (n = 230,000); AID 485360, 2010; further: nearly all actives have a fitted effect of over 60% in size
Target sequence (Q9Y468 whole entry, looked up): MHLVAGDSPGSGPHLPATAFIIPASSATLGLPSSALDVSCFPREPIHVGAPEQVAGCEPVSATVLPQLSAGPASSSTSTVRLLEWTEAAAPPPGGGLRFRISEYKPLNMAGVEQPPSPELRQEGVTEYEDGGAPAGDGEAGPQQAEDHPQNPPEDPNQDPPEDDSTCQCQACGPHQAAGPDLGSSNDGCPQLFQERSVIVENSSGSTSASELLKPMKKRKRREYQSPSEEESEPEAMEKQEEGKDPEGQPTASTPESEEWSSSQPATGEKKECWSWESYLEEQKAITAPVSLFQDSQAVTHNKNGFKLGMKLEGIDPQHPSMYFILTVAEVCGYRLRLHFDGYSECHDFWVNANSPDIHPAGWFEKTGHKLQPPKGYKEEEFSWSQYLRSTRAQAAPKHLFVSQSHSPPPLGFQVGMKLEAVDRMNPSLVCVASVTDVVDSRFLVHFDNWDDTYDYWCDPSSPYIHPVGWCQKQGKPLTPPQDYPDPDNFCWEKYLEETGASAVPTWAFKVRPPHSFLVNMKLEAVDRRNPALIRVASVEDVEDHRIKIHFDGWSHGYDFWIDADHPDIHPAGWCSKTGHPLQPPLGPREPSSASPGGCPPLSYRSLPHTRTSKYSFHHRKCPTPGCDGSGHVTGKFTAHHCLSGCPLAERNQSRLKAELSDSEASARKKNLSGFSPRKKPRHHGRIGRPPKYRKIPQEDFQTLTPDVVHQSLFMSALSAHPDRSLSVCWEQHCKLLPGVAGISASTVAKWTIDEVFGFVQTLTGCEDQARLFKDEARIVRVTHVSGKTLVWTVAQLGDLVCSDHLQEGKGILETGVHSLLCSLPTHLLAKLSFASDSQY
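L3MBTL1 (50 nM) pre-complexed 30 min with biotinylated H3(1-15)K9me1 peptide (75 nM), then compounds added for 30 min at room temperature; AlphaScreen streptavidin donor/nickel chelate acceptor beads (10 ug/mL final) read after 30 min dark incubation.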
RECQ1 inh – qHTS Assay for Inhibitors of RecQ-Like Dna Helicase 1 (RECQ1). ATP-dependent DNA helicase Q1 (Homo sapiens), P46063. RECQ1 DNA unwinding, red fluorescence kinetic read. Potency, µM (highest dose often 57.3 µM), for inactives: top-dose activity, negative = inhibition, usual class: inhibitors. actives 0.54% (n = 240,000). AID 2549, 2010;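 further: plate controls were vehicle for no effect and no enzyme for full effect; nearly all actives have a fitted effect of over 30% in size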
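RECQ1T1 50 nM; forked duplex (20 bp + 30-nt ss tails) 200 nM, ATP 2 mM final; pH 8.0, 2 mM MgCl2, 2.5 ug/ml poly(dI-dC); 15 min compound preincubation; discontinuous kinetic read over 2 h at RT.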
* = called active by the depositor; i = inactive; ? = inconclusive; nt = no result given; & = joins results of further samples; [ ] = dose if it differs, or a comment. Unless noted, the call rests on the fitted dose curve; in most records, active means well fitted curve in the direction sought with a large enough effect; inconclusive means small, poorly fitted or top-dose-only effect, or another doubt; inactive means no such curve, though single readings can be large; an effect the other way counts as inactive or inconclusive. Unless noted, on the % scale 0 is the no-effect control and ±100 the full control effect; potency means the concentration at half of the fitted maximal effect.

SMILES	TR SRC2 fluor cs	TRb SRC2 PPI	Tau ThT inhib	Tau FP inhib	JMJD2E inh	GoLoco inh red	L3MBTL1 inh	RECQ1 inh
COc1cc(/C=C2/NC(=O)NC2=O)cc(Br)c1OCc1cccc(C(=O)O)c1	-3%	2%	-15%	-2%	-20%	-7%	nt	-3%
C/C(=N\NC(=O)CN1CCN(S(=O)(=O)c2ccc(C)cc2)CC1)c1ccncc1	-1%	2%	-8%	-4%	5%	3%	-2%	-13%
O=C(CN1CCC(n2nnc3cc(F)ccc32)CC1)NC1CC1	0%	3%	-1%	-1%	3%	-1%	3%	-3%
CC(C)CCn1cnc2c(NCc3ccccc3)ncnc21	2%	-10%	-9%	7%	0%	12%	nt	-6%
CCCc1nc(NCc2ccncc2)c2nnn(Cc3ccccc3F)c2n1	0%	2%	6%	2%	-2%	6%	10%	-2%
Oc1ccc(NC(=S)N=Nc2c(O)[nH]c3ccccc23)cc1	-6%	-1%	14µM*	4%	-4%	8%	?	i
CC(=O)Nc1ccc(S(=O)(=O)N2CCC(c3nnc(-c4ccc(C)cc4)o3)CC2)cc1	-2%	-3%	-10%	-9%	nt	nt	-1%	nt
CCCCNS(=O)(=O)c1ccc2nc(-c3cccnc3)cc(C(=O)NCCCOCC)c2c1	4%&-2%	10%&-7%	-1%&5%	2%&-5%	0%	13%	11%	-3%
Cn1c(SCC(=O)c2ccc3c(c2)NC(=O)CO3)nc2ccccc21	0%	1%	?	-18%	-24%	7%	1%	i
Cc1ccc(-c2nc(CCNC(=O)C(=O)Nc3ccc(C)c(Cl)c3)cs2)cc1	3%	1%	4%	1%	nt	nt	nt	nt
COc1cccc(NC(=O)Nc2ccncc2)c1	-2%	8%	-6%	1%	0%	30%	-3%	-1%
Cc1cc(-c2ccccc2)nc(N/N=C/c2ccc([N+](=O)[O-])cc2)n1	-3%	-5%	7.1µM*	-12%	-5%	0%	-5%	-3%
CC(C)c1ccc(S(=O)(=O)N2CCCCC2)cc1	-1%	4%	-1%	1%	1%	-1%	nt	i
CCC(=O)Nc1cccc(Br)c1	2%	-2%	-8%	-6%	6%	-12%	8%	-12%
O=C(NCc1ccccc1)C1CCCN(S(=O)(=O)c2cccnc2)C1 (stereo unspecified)	-2%	-2%	-2%	3%	4%	2%	-1%	4%
Cc1ccc2nc(N(Cc3cccnc3)C(=O)c3ccc4c(c3)OCCO4)sc2c1	-2%	6%	-4%	-9%	nt	nt	nt	nt
COc1ccc(N2C(=O)CS/C2=C\[N+](=O)[O-])cc1	-2%	-3%	?	5%	-8%	3%	-5%	-21%
CCN(CC)c1nn2c(=O)c(C(=O)NCCc3cccc(C)c3)cnc2s1	-17%	0%	-5%	4%	nt	nt	nt	nt
CCN(CC)S(=O)(=O)c1ccc2c(c1)N(CC(=O)Nc1ccc(F)cc1)C(=O)CO2	-7%	-4%	0%	-15%	nt	nt	nt	nt
CC(CCc1ccccc1)NC(=O)COc1ccc(S(=O)(=O)N2CCOCC2)cc1[N+](=O)[O-] (stereo unspecified)	-2%[53 µM]	1%[53 µM]	-7%	8%	-7%	-16%	-3%	-4%

Some of the entries so far, with bars between the fields.
compound | TR SRC2 fluor cs | TRb SRC2 PPI | Tau ThT inhib | Tau FP inhib | JMJD2E inh | GoLoco inh red | L3MBTL1 inh | RECQ1 inh
CCN(CC)S(=O)(=O)c1ccc2c(c1)N(CC(=O)Nc1ccc(F)cc1)C(=O)CO2 | -7% | -4% | 0% | -15% | nt | nt | nt | nt
Oc1ccc(NC(=S)N=Nc2c(O)[nH]c3ccccc23)cc1 | -6% | -1% | 14µM* | 4% | -4% | 8% | ? | i

The list continues:
SMILES	TR SRC2 fluor cs	TRb SRC2 PPI	Tau ThT inhib	Tau FP inhib	JMJD2E inh	GoLoco inh red	L3MBTL1 inh	RECQ1 inh
COc1ccc(CNC(=O)c2coc(=O)c3ccccc23)cc1	1%	-5%	-6%	-4%	-6%	6%	-18%	-16%
COCCN(Cc1cc2cc3c(cc2nc1Cl)OCO3)C(=O)Nc1ccccc1OC	-1%	-19%	-3%	5%	5%	1%	-2%	-3%
Cn1cccc1CC(=O)N/N=C\c1cccs1	1%	8%	?	2%	-17%	9%	-28%	?
CCc1cc2c(=O)c(-c3nc4ccccc4[nH]3)coc2c(CN2CCCCC2)c1O	-2%	3%	-11%	9%	?	11%	-17%	8%
CCC1CN(C(=O)N2CCC(C(=O)NCCCc3ccccc3)CC2)c2cc(C)ccc2O1 (stereo unspecified)	-20%	7%	-6%	?	nt	nt	nt	nt
Cc1ccc(C)c(-n2nnnc2SCC(=O)NCCC2=CCCCC2)c1	-8%	-1%	-21%	13%	-4%	6%	14%	-1%
C/C(N)=C(/C#N)C(=O)CSc1nnc(-c2ccccc2Br)o1	1%	-1%	-4%	-7%	3%	-3%	nt	i
Cc1c(C#N)c2ncn(Cc3ccccc3)c(=O)c2n1-c1ccccc1	1%	1%	-6%	4%	6%	4%	-14%	-10%
C=CCNC(=O)c1cc(Cl)ccn1	0%	-3%	-8%	5%	-3%	3%	13%	-3%
CCCC/C(O)=C1\C(=O)CCCC1=NCCc1c(C)[nH]c2ccccc12	1%	6%	nt	7%	1%	4%	nt	-3%
CC1=Nc2cc(C(=O)O)ccc2Sc2ccc(C)cc21	-4%	9%	4%	5%	3%	8%	nt	i
NCCCCCc1nnc(SCc2cccc(Cl)c2)o1	3%	3%	4%	4%	-19%	0%	6%	i
COCCn1cc(C(=O)NCCCN2CCC(C)CC2)c2c3ccccc3n(C)c2c1=O	1%	-14%	-15%	4%	?	10%	0%	-6%
Cc1cc(C)nc(Nc2n[nH]c(C)n2)n1	0%	-7%	-14%	-2%	0%	12%	1%	-7%
Cc1cc(O)c(C(=O)Cc2csc(C)n2)c(O)c1	-2%	-4%	-8%	6%	1%	-7%	-1%	-17%
O=C(CCSCCC(=O)Nc1ccccc1F)Nc1ccccc1F	-1%	-7%	?	-9%	8%	3%	5%	-4%
CCOc1ccccc1NS(=O)(=O)c1ccc2[nH]c3c(c2c1)CCCCC3	0%	0%	4%	-8%	nt	nt	nt	nt
N#Cc1nc(-c2ccc(COc3ccc(Cl)cc3)o2)oc1N1CCN(c2ccccc2)CC1	-25%	5%	-5%	-3%	nt	nt	nt	nt
CCOc1ccc(C=Nc2cccc3ncccc23)cc1	0%	1%	-4%	5%	-4%	0%	nt	i
COc1ccc(OC)c(C2C3=C(CC(C)(C)CC3=O)Nc3nnnn32)c1 (stereo unspecified)	-5%	-7%	1%	-5%	-4%	4%	8%	-6%
CC(=O)Nc1ccc2c(c1)OCCOCCOc1cc(NC(C)=O)ccc1OCCO2	-3%	3%	?	4%	-1%	10%	7%	-17%
CC(C(=O)Nc1cccnc1)N1C(=O)c2ccccc2C1=O (stereo unspecified)	1%	4%	1%	-1%	4%	-2%	3%	i
COc1ccc(-c2cnnn2-c2ccc(N)cc2)cc1OC	-2%	-5%	-3%	6%	0%	-7%	1%	-2%
CCN1CCSc2ccc(C(=O)NCc3ccc(OC)cc3)cc21	-3%	-12%	-16%	12%	nt	nt	nt	nt
COc1ccc(S(=O)(=O)NCC(c2cccnc2)N2CCN(C)CC2)cc1C (stereo unspecified)	-1%	2%	1%	3%	-10%	8%	-14%	4%
COc1ccc(N(CC(=O)NCCc2ccc(Cl)cc2)S(=O)(=O)c2c(C)[nH]c(=O)[nH]c2=O)cc1	-2%	-5%	-3%	-1%	-1%	4%	nt	10%
COC(=O)c1ccc(C(=O)NC(=S)Nc2ccc3nc(SC)sc3c2)cc1	0%	3%	?	-6%	7%	-3%	4%	3%
CCN1CCN(CCCNC(=O)Cn2c(-c3cccs3)cc3cc(F)ccc32)CC1	141µM*[quencher]	?	-4%	-2%	nt	nt	nt	nt
N#CCCN(Cc1ccccc1)C(=S)Nc1ccccc1	-1%	-1%	1%	-1%	2%	0%	-5%	-6%
COc1ccc(N2C(=O)CSC(c3ccccc3)C2=O)cc1 (stereo unspecified)	-3%	-6%	-13%	2%	-4%	1%	-4%	i
O=C(NCc1ccco1)Nc1ccccc1Cl	-5%	-2%	1%	5%	0%	6%	1%[11.4 µM]	-19%
CC(C)CCNc1nc2c(S(=O)(=O)c3ccc(Br)cc3)nnn2c2ccsc12	2%	6%	7%	-21%	nt	nt	nt	nt
COc1ccc(NC(C)=O)c2nc(C)c(C)nc12	0%	-16%	5%	4%	-1%	-35%	25%	2%
O=[N+]([O-])c1cccc(-c2cn3ccccc3n2)c1	-3%	2%	-12%	4%	-4%	1%	0%	-2%
Cc1cc(C)cc(NC(=O)CCN2CCCC2)c1	-2%[53 µM]	4%[53 µM]	-3%	1%	-1%	-1%	4%	i
CCCn1c(SCC(=O)N2c3ccccc3Sc3ccccc32)nc2ccccc21	-2%	-6%	?	-3%	7%	1%	-5%	-2%
COc1ccccc1N1C(=O)C2C(c3ccccc3F)NN(C(=O)c3ccc(C)cc3)C2C1=O (stereo unspecified)	-1%	12%	4%	9%	2%	-16%	-4%	-2%
O=C(Nc1ccc(C(=O)N2CCOCC2)cc1)c1cc(-c2cccnc2)nc2ccc(Cl)cc12	-4%	2%	?	?	3%	15%	-2%	i
CC12C=C(/C=C/c3ccc(Br)cc3)C(C)(C1)C(c1ccc(Br)cc1)CC2=O (stereo unspecified)	1%[11.2 µM]	7%[11.2 µM]	-4%[11.5 µM]	-4%[11.6 µM]	nt	nt	nt	7%[11.5 µM]
COc1ccccc1NS(=O)(=O)c1cccc(NC(=O)c2sc3ccccc3c2Cl)c1	-4%	2%	-8%	-1%	-5%	8%	-20%[11.4 µM]	2%
CCCC(=O)NC(=S)Nc1cccc(NC(=O)c2ccccc2Cl)c1	0%	-6%	-1%	-10%	3%	-6%	3%	-1%
COc1cc(OC)cc(C(=O)NCC(=O)OCC(=O)NC(C)(C)C)c1	-2%	-1%	-3%	-7%	-10%	-12%	2%	-5%

An excerpt; count on the stated rates, not on these rows.
